Source: PubChem BioAssay
Fluor 339 460: intrinsic fluorescence of library compounds, ex339/em460 – biochemical, MLSMR library, data from DPM-DC assay, artefact control, profiling panel; compound autofluorescence, ex339/em460 nm, NADH buffer; hits give high values; 1 = no-compound wells, NADH background; fluorescence fold increase at 10 µM; 5.5% of 65,000 active; AID 709, 2007;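 active = at 10 µM, mean starting fluorescence two-fold or more over control wells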;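 also: signal is the first read of a kinetic run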
MMP-13 inhibitor: human MMP13 inhibitors, primary screen, biochemical, FRET peptide cleavage. Collagenase 3 (Homo sapiens), P45452. MMP-13 fTHP FRET cleavage, Mca fluorescence. inhibition, % at 4 µM. 0.07% of 65,000 active;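 active = inhibition above the mean of compound-free control plate wells plus 3 SD, cut at about 14% in these data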;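 also: 0% = DMSO wells and 100% = wells with reference MMP-13 inhibitor after basal subtraction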
JNK3 blocker: JNK3 kinase activity inhibitors, primary screen, biochemical, human, purified enzyme | HTS | AID 746, 2007 | inhibition, % at 8 µM | 0.61% of 60,000 active | Mitogen-activated protein kinase 10 (Homo sapiens), P53779; in the data active = inhibition above about 17%;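 also: 0% = DMSO and 100% = reference inhibitor; many of its hits are not listed in these tables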
Ecoli tolC: growth inhibitors of E. coli tolC mutant, primary screen, strain BW25113 ΔtolC::kan, 384-well. OD615. 2.2% of 65,000 active. growth inhibition, % at 10 µM (by protocol);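 active = growth inhibition at or above a cutoff equal to the mean over every tested compound plus 3 SD, cut at about 60% in these data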;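 also: growth measured after 20 h incubation at 37 °C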
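Doses: one dose of 10 µM final / Material: E. coli BW25113 ΔtolC::kan, tolC deletion mutant strain / Buffer or medium: LB with kanamycin 50 µg/mL / Evaluation: percent growth inhibition / Detection: optical density read at 615 nm / Incubation: 37 °C, 20 h exposure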
Abs 340nm: compound light absorbance at 340 nm, profiling panel, artefact control, biochemical, MLSMR library, data from PS, PMK, MK assays; compound absorbance at 340 nm, fold over control; fold change at 10 µM; 65,000 tested, under 10 active; AID 708, 2007;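 active = at 10 µM dose, initial 340 nm absorbance at least 2 fold that of control wells; inactive = change under 2 fold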;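 also: initial absorbance extrapolated from kinetic A340 decline of NADH oxidation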
ROCK2 inh: inhibitors of human ROCK2 kinase, primary screen, biochemical, high-throughput, luminescence; 0.35% of 60,000 active; Rho-associated protein kinase 2 (Homo sapiens), O75116; AID 604, 2007; purified ROCK2, Kinase-Glo ATP depletion luminescence; inhibition, % at 6 µM;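 active = inhibition above the screen-wide mean inhibition plus 3 SD, cut at about 18% in these data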;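 also: plate controls were DMSO wells for no effect and Y-27632 control wells after no-enzyme background subtraction for full effect; many of its hits are not listed in these tables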
PKA kinase inh: inhibitors of human PKA kinase activity, primary screen, biochemical, ATP-depletion luminescence, Kemptide substrate; cAMP-dependent protein kinase catalytic subunit alpha (Homo sapiens), P17612; 0.1% of 65,000 active; inhibition, % at 6 µM; PKA Kemptide phosphorylation, Kinase-Glo ATP luminescence;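 active = inhibition above the screen-wide mean inhibition plus 3 SD, cut at about 21% in these data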; also: many of its hits are not listed in these tables
HEK293 NFkB inh: inhibitors of PMA/ionomycin-induced NF-kB reporter, primary screen, antigen receptor NF-kB inhibitor project, cell-based, HEK-293 luciferase reporter, luminescence; HEK-293 NF-kB luciferase reporter; 0.21% of 62,000 active; inhibition, % at 3 µM; AID 465, 2006;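 active = inhibition above the mean of all tested compounds plus 3 SD, cut at about 40% in these data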;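 also: 0% = stimulated DMSO wells and 100% = 10 µM reference inhibitor 5653914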
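Material: HEK-293 cells with stable firefly luciferase reporter driven by four HIV NF-kB elements / Also added: PMA plus ionomycin mix as NF-kB-activating stimulus / Compound dosing: 3 µM once, 0.30% DMSO / Times: 1 h pretreatment, 16 h stimulation, 37 °C / Signal: luminescence / Evaluation: per-plate % inhibition versus controls / Benchmarks: DMSO and 10 µM reference inhibitor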
NADH coupling: inhibitors of PK/LDH coupling enzymes, profiling panel, artefact control, biochemical, MLSMR library. AID 774, 2007. IC50, µM (titrated, usually from 10 µM), for the others: top-dose inhibition. coupled PK/LDH NADH assays, four targets. 0.02% of 65,000 active;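 active = single-dose screening hits from any of four coupled enzyme assays that gave an IC50 when retested across doses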;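 also: the DPM-DC format reads NADH fluorescence rather than 340 nm absorbance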
* marks the source's active call; other numbers are inactive results; i = inactive; . = not tested or not shown; [ ] = dose if it differs, or a comment. An excerpt; count on the stated rates, not on these rows.

Molecule	Fluor 339 460	MMP-13 inhibitor	JNK3 blocker	Ecoli tolC	Abs 340nm	ROCK2 inh	PKA kinase inh	HEK293 NFkB inh	NADH coupling
CCc1ccc(C2CC(c3ccc(Cl)cc3)n3nc(N)nc3N2)cc1 (stereo unspecified)	1	3	0	25	1	3	6	1	2%
O=C(CCCn1c(=S)[nH]c2cc3c(cc2c1=O)OCO3)N1CCN(c2ncccn2)CC1	1	3	.	2	1.1	.	0	11	8%
CCOC(=O)C1CCN(S(=O)(=O)c2c(C)[nH]c(=O)[nH]c2=O)CC1	1.1	-2	0	-30	0.99	3	11	14	6%
Cn1c(=O)c2c(-c3ccccc3)n(-c3ccccc3O)cc2n(C)c1=O	2.2*	-24	1	7	1	2	7	-14	13%
COc1ccc(CCNC(=O)C2CCN(S(=O)(=O)c3c(C)noc3C)CC2)cc1OC	1.1	3	.	3	1.1	.	0	-6	4%
CCC(=O)NCCCOc1ccccc1	1.1	4	0	-21	0.99	4	7	-2	4%
Clc1ccc(Cn2ncc3c(N4CCCCC4)ncnc32)cc1	1.1	3	-3	32	1	0	7	-2	2%
O=C(NCc1ccco1)C1CCN(C(=O)Cc2ccccc2)CC1	1.1	0	.	-6	1	.	1	7	2%
Cc1cc(N(C)C)c(C#N)c(N2CCCCC2)n1	1.2	2	2	9	1	-4	6	10	6%
O=C(Nc1ccc(N2CCOCC2)c(Cl)c1)c1ccc(Br)o1	1.1	3	4	20	1	6	-1	-30	3%
CCCc1cc(C(=O)Nc2cc(OC)c(Cl)cc2OC)no1	1.1	0	-1	2	1	1	9	10	2%
Cn1c(CNC(=O)Cc2ccc3c(c2)OCO3)nnc1SCc1ccccc1	1.1	2	-1	-9	1	5	13	8	5%
O=C(C1=C(O)C(=O)N(CCc2ccccc2)C1c1cccnc1)c1ccco1 (stereo unspecified)	1.1	-4	.	-9	1.1	.	-5	25	2%
Oc1[nH]c2ccccc2c1C=Nc1ccc2c(c1)OCO2	1	-1	36*	9	1.1	5	6	-52	1%
CC(C)CNS(=O)(=O)c1ccc(OCC(=O)Nc2ccc3c(c2)OCO3)c(Cl)c1	1.1	3	-5	-2	0.99	-4	5	15	11%
CC(=O)CC(=O)NC1C2CC3CC(C2)CC1C3 (stereo unspecified)	1.1	-9	4	-4	1	4	-6	14	1%
N#Cc1ccc(NC(=O)CN2C(=O)NC(Cc3ccccc3)C2=O)cc1 (stereo unspecified)	1.1	4	2	-2	1	2	2	9	3%
Cc1ccc(-c2cccc(NC(=O)C3C(C(=O)O)[C@@H]4C=C[C@H]3C4)c2)o1 (stereo partly specified)	1.1	-20	-5	20	1	6	12	8	4%
COc1ccc(/C=C(/C#N)c2cccnc2)cc1OC	1	-3	1	6	1	-9	-8	.	5%
O=C(CCSCCc1ccccn1)Nc1nccs1	1.1	2	5	-5	1	0	2	15	4%
C=CCSc1[nH]c(=O)cc(C)c1C(N)=O	1.1	-1	3	-19	1	8	6	2	5%
CCOC(=O)c1cc2c(=O)n3ccccc3nc2n(CCCOC)c1=NC(C)=O	2.4*	i[fluorescence artefact?]	.	5	1	.	0	10	3%[fluoresces]
Cc1c(C(=O)NCc2cccs2)oc2ccccc12	1	4	5	23	0.99	7	10	13	2%
Cc1ccc(NC(=O)C2CCCN2S(=O)(=O)c2cccc3cccnc23)cc1F (stereo unspecified)	1	3	-1	19	0.99	2	3	4	2%
CCN(CC)c1nc(Nc2ccc(Cl)cc2)nc(OCC#N)n1	1.1	2	3	-1	1	-1	-1	20	5%
CC(=O)SCC(=O)N=c1sc2cc(F)ccc2n1C	1	4	.	-4	1	.	2	8	3%
Cc1cc(NC(=O)CCC(=O)N(c2ccccc2)C(C(=O)NCC2CCCO2)c2cccnc2)no1 (stereo unspecified)	1.1	-5	4	-11	1	4	9	6	4%
CCOC(=O)C1CCCN(c2c(N3CCN(c4ccccn4)CC3)c(=O)c2=O)C1 (stereo unspecified)	1	2	0	-12	1	1	-3	2	2%
COC(=O)Cc1cc(=O)n2[nH]c(C)nc2n1	1.1	2	4	-5	1	2	8	16	3%
COc1ccc(OC)c(NC(=O)CCNS(=O)(=O)c2cccs2)c1	1	-1	.	4	1	.	7	7	1%
CCCc1cc(=O)[nH]c(SCC(=O)OCc2ccccc2)n1	1.1	4	-4	6	1	2	2	2	0%
CC1CC(=O)c2cnc(NCc3ccco3)nc2C1 (stereo unspecified)	1.1	4	-2	-8	1	7	8	-2	7%
CC(=O)c1c(O)cc(C)n(Nc2nc(C)cc(C)n2)c1=O	0.99	-3	-5	73*	1	-3	1	-9	2%
CN1CCN(C(c2cccc(C(F)(F)F)c2)c2nnnn2C(C)(C)C)CC1 (stereo unspecified)	1	1	-5	-9	0.98	-4	-5	17	3%
CCOC(=O)c1c(NC(=O)OC)sc(C(=O)N(CC)CC)c1C	1.1	0	.	3	1	.	2	21	4%
CCCCCOc1ccc(NS(C)(=O)=O)cc1	1.1	-19	4	12	1	-2	4	-3	5%
Cc1c(N=C/C=C2\N(C)c3ccccc3C2(C)C)c(=O)n(-c2ccccc2)n1C	0.94	6	4	-16	1.1	5	9	5	11%
CC1(C)CC(=O)C(C=NC2CC(C)(C)NC(C)(C)C2)=C(O)C1	1.1	.	.	-11	1.1	.	.	.	1%
Cc1cc(NC(=O)CSc2nnc(-c3ccco3)o2)no1	1	6	-4	-10	1	9	10	15	7%
COCCCNc1nc(=S)[nH]c2cc(OC)c(OC)cc12	1.1	1	-10	-21	1.1	-4	-6	23	3%
CCOC(=O)N1CCC(NC(=O)Cn2ncc3c4ccccc4n(C)c3c2=O)CC1	1.6	-5	2	11	1	-1	4	25	2%
O=C(COc1ccc(Cl)cc1Cl)NC(=O)N1CCOCC1	1.2	7	-2	-11	1	-2	7	15	2%
Cc1cc(C)nc(NC2=NCC(=O)N2c2ccc3c(c2)OCCO3)n1	1.1	1	8	0	1.1	8	7	8	5%
CCOc1ccc(CCNS(=O)(=O)c2cccc3nsnc23)cc1OCC	1.1	-1	6	15	1.1	2	0	18	6%
Cc1ccc(S(=O)(=O)NC2(C(F)(F)F)C(=O)Nc3c2c(=O)n(C)c(=O)n3C)cc1 (stereo unspecified)	1	-2	-6	-16	1	8	8	7	4%

2 entries from above, reformatted:
O=C(NCc1ccco1)C1CCN(C(=O)Cc2ccccc2)CC1
  Fluor 339 460: 1.1 | MMP-13 inhibitor: 0 | JNK3 blocker: . | Ecoli tolC: -6 | Abs 340nm: 1 | ROCK2 inh: . | PKA kinase inh: 1 | HEK293 NFkB inh: 7 | NADH coupling: 2%
Cc1cc(N(C)C)c(C#N)c(N2CCCCC2)n1
  Fluor 339 460: 1.2 | MMP-13 inhibitor: 2 | JNK3 blocker: 2 | Ecoli tolC: 9 | Abs 340nm: 1 | ROCK2 inh: -4 | PKA kinase inh: 6 | HEK293 NFkB inh: 10 | NADH coupling: 6%

Further compounds
Molecule	Fluor 339 460	MMP-13 inhibitor	JNK3 blocker	Ecoli tolC	Abs 340nm	ROCK2 inh	PKA kinase inh	HEK293 NFkB inh	NADH coupling
COc1ccc(-c2csc(N(CCCN(C)C)C(=O)c3cccs3)n2)cc1	1.1	4	11	9	1	13	7	1	6%
CCc1cc2c(=O)c(-c3nc4ccccc4n3C)c(C(C)C)oc2c(CN2CCN(C)CC2)c1O	2.2*	-22	-2	8	1.1	7	8	-3	13%[fluoresces]
CCOC(=O)C1CCCCN1Cc1ccc(OC)c(OC)c1OC (stereo unspecified)	1.1	0	9	-15	1	9	2	15	5%
Cc1oc(-c2ccc(Cl)cc2)nc1CN1CCCC(C(=O)NCc2ccccn2)C1 (stereo unspecified)	1.1	-3	5	-5	1	-1	-4	8	7%
Cc1ccc(S(=O)(=O)C2(C(=O)N3CCCCCC3)CC2)cc1	1	0	5	-4	1	3	0	3	3%
O=C(NCc1ccccn1)C1CC(=O)N(C2CCCC2)C1 (stereo unspecified)	1.1	-6	2	-13	1.1	3	5	6	3%
Cc1cc(NC(=O)c2ccc(COc3ccc(Cl)c(C)c3)o2)no1	1.1	-6	-3	-7	1.1	1	-2	0	2%
COc1cc(OC)c(C2=NOC(C(=O)O)C2)cc1Cl (stereo unspecified)	1.2	5	-3	-12	1.1	-12	1	12	5%
OCCN1CN=C(Nc2nc3ccccc3o2)NC1	1.1	1	-8	-12	0.99	0	0	18	4%
CCCCOc1ccc(CSc2n[nH]c(C)n2)cc1	1.1	1	-2	37	1	8	9	7	3%
COc1cc(-c2nnc(CSc3nnc4nc(C)cc(C)n34)o2)cc(OC)c1OC	1.4	-2	5	-13	1	5	11	4	7%
CCOc1ccc(-c2[nH]ncc2Oc2ccccc2OC)c(O)c1	1.1	0	-6	94*	1.1	0	3	6	3%
CS(=O)(=O)c1ccc2nc(NC(=O)C3C4C=CC(C4)C3C(=O)O)sc2c1 (stereo unspecified)	1	-1	1	-27	0.99	-1	-2	7	12%
CC(=O)Nc1ccc(OCC(O)Cn2nc(C)c(C(C)=O)c2C)cc1 (stereo unspecified)	1.1	-2	-5	-14	1	6	6	17	5%
Cc1ccc2[nH]cc(C(=O)CN3CCN(c4ccccn4)CC3)c2c1	1.1	1	1	4	1	3	-3	9	6%
COCCOC(=O)c1c(C)n(C)c2ccc(OC(=O)C3CC3)cc12	1.1	-4	4	-3	1	6	4	2	0%
C=CCn1c(=O)c2ccccc2n2c(SCC(=O)N3CCCc4ccccc43)nnc12	1.1	-10	-8	-11	1	0	3	17	9%
O=C(NC1CCCCC1)C(c1ccco1)N(Cc1cccs1)C(=O)Cn1nnc2ccccc21 (stereo unspecified)	1.1	-1	-1	12	1	7	14	16	8%
CC(CCc1ccccc1)NC(=O)C1CCCN(C(=O)c2cc3sccc3n2C)C1 (stereo unspecified)	1.1	-1	-5	42	0.98	6	7	14	10%
CC12CCC(=O)N1C(C(=O)OCC(=O)Nc1sccc1C#N)CS2 (stereo unspecified)	1.1	-2	3	-10	1.1	1	2	11	3%
CP(=O)(COC(=O)c1ccccc1)COC(=O)c1ccccc1	1.6	0	1	8	1	5	7	7	6%
CN(C(=O)c1cccs1)c1ccccc1C(=O)O	2.2*	-19	1	-6	1	-1	-4	12	8%[fluoresces]
COC(=O)c1c(C(=O)OC)c(C)n(Cc2ccco2)c1C	1	0	2	-9	1	6	5	-6	3%
CCOC(=O)c1c(NC(=O)Cn2c(=O)oc3ccccc32)oc(C)c1C(C)=O	1.1	-2	-4	-19	1	1	1	13	2%
Cc1ccc(C)c(NC(=O)C(Sc2nncn2C)c2ccccc2)c1 (stereo unspecified)	1	-1	-1	-1	1	5	-1	4	3%
O=C1Nc2ccccc2C12OCC(COc1ccc(Cl)cc1)O2 (stereo unspecified)	1.1	4	7	93*	1	10	11	4	4%
